Tb PFK block = blocks T. brucei phosphofructokinase. O15648. T. brucei PFK, ADP-Glo luminescence. Potency, µM (series often up to 57.5 µM), for inactives: at the highest dose activity, negative = inhibition, most hits filed as inhibitors. 330,000 tested, 0.17% active. AID 485367;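 note: potency is the fitted concentration of half-maximal effect; 0% = uninhibited 1x PFK enzyme wells and -100% = no-enzyme wells; nearly all actives have a fitted effect of over 60% in size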
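1.25 nM PFK with 0.5 mM F6P and 0.1 mM ATP in 0.1 M TEA pH 8.0, 5 mM MgCl2, incubated 45 min at room temperature; ADP measured by ADP-Glo luminescence; compounds titrated up to 57 uM.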
PTAP TSG101 blk = blocks PTAP/TSG101 interaction to inhibit HIV-1 budding; Q99816; Fluorescence polarization, FITC-PTAP peptide / Tsg101 binding; Potency, µM (series often up to 115 µM), inactives show at the highest dose activity change, negative = inhibition, hits mostly inhibitors; 340,000 tested, under 10 active; AID 493005; active = well fitted inhibition curve with a large enough effect in the main read-out, with a control signal flat, not every such curve was filed as active; inconclusive = small, poorly fitted or top-dose-only effect, or effect the other way, or a change in a side signal; inactive = no such curve, though single readings can be large or run the other way; note: potency is the fitted concentration of half-maximal effect; % of control where 0% means no effect
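Steps: Tsg101 binding domain dispensed (10 uM final), compounds pinned in DMSO, FITC-labeled PTAP-motif peptide added (50 nM final); after 20 min binding at room temperature, polarization measured.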
S-ASM inh = human S-ASM enzyme inhibition | P17405 | placental ASM, HMU-PC fluorogenic substrate, 60 min | Potency, µM (titrated, usually from 57.5 µM), for inactives: top-dose activity change, negative = inhibition, hits mostly inhibitors | 340,000 tested, 0.006% active | AID 504937; note: potency is the fitted concentration of half-maximal effect
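HMU-PC0 cleavage (9 uM final) by human placental ASM, 60 min at 37 °C following 10 min compound exposure at RT; stopped at pH 10, fluorescence Ex 386/Em 447 nm.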
PKM2 activator = activators of human pyruvate kinase M2; purified PKM2, Kinase-Glo ATP luminescence, activation; response scale: 0% is enzyme alone, no compound; Potency, µM (titrated, usually from 57.5 µM), for the others: at the top dose activation, actives largely listed as activators; 260,000 tested, 0.34% active; AID 1631; note: potency is the fitted concentration of half-maximal effect; % is set by controls: 0 for no effect and ±100 for the full control effect; nearly all actives have a fitted effect of over 55% in size
Target sequence (P14618 whole entry, looked up): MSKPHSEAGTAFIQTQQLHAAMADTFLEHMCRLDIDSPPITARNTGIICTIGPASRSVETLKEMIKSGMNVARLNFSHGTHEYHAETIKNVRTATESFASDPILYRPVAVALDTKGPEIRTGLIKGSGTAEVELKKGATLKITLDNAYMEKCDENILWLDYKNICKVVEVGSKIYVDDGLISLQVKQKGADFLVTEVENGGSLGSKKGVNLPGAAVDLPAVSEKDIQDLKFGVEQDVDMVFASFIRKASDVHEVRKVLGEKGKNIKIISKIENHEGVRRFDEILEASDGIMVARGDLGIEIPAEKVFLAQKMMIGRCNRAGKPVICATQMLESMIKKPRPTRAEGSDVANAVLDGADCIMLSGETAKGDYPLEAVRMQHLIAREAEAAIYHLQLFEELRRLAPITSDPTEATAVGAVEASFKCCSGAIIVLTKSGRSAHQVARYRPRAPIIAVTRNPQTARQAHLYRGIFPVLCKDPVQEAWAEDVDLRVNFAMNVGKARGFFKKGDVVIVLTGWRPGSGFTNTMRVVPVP
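Purified hPK-M2 (>95% pure) converted ADP (0.1 mM final) to ATP with 0.5 mM PEP in 50 mM imidazole pH7.2, KCl, MgCl2, Tween 20, BSA; 1 h at room temperature. ATP detected by Kinase-Glo luminescence.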
a7 integrin act = activators of alpha7 integrin expression for muscular dystrophy | alpha7betagal myoblasts, beta-gal FDG fluorescence, 48 h | Potency, µM (highest dose often 38.3 µM), for inactives: top-dose activation, hits mostly activators | 350,000 tested, 0.064% active | AID 624291;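 note: potency is the fitted concentration of half-maximal effect; 100% = response of the positive control SU9516; nearly all actives have a fitted effect of over 60% in size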
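alpha7betagal+/- myoblasts (passage 13, 250/well) treated 48 h at 37C with compounds at 1:260 dilution of DMSO stock. Lysed, then beta-galactosidase activity read as FDG fluorescence (ex 480/em 540) after 30 min, with pre-read for autofluorescence.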
Giardia kill = Giardia lamblia killing. Giardia lamblia trophozoite viability. activity change, % at 7.66 µM, hits read low. 340,000 tested, 0.15% active. AID 540267; in the data active = activity change below about -80%; inconclusive = between about -30% and that limit;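 note: parasites exposed to compound for two days anaerobically before the ATP read; % is set by controls: 0 for no effect and ±100 for the full control effect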
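Killing of trophozoites was scored by loss of ATP luminescence after a 48 hrs anaerobic exposure to compounds at 37 deg C, using 100 cells per well.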
B2AR arrestin = agonists driving beta-arrestin recruitment to human beta2-adrenergic receptor | P07550 | AID 492947 | beta-arrestin recruitment to beta2AR, cell-based reporter | 330,000 tested, 0.02% active | Potency, µM (top dose mostly 46.1 µM), for the others: at the highest dose activation, hits mostly activators;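 note: potency is the fitted concentration of half-maximal effect; 0% = DMSO controls and full agonism = EC100 isoproterenol or metaproterenol; nearly all actives have a fitted effect of over 65% in size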
GALK inh = galactokinase (human) inhibition; Purified GALK, Kinase-Glo residual ATP luminescence; P51570; 270,000 tested, 0.007% active; Potency, µM (highest dose often 57.5 µM), without a hit: at the top dose activity change, negative = inhibition, hits mostly inhibitors; AID 1868; note: potency is the fitted concentration of half-maximal effect; % is set by controls: 0 for no effect and ±100 for the full control effect
Target sequence (P51570 whole entry, looked up): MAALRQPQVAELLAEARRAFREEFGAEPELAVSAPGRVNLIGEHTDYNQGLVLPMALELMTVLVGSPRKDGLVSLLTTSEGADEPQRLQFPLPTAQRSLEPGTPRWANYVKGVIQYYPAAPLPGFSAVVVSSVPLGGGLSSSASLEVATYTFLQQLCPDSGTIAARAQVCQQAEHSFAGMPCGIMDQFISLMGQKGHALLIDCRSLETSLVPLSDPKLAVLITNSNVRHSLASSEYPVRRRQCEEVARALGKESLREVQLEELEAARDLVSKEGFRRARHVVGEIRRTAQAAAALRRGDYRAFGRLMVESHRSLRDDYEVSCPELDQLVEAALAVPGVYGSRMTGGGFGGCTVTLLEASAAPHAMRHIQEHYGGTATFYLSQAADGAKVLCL
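Kinase-Glo Plus luminescence measured ATP left after a 1 h room-temperature reaction. The reaction used 5 nM GALK, 100 uM galactose and 35 uM ATP at pH 8.0 (20 mM HEPES, 5 mM MgCl2, 60 mM NaCl, 1 mM DTT, 0.01% BSA).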
Menin-MLL TR inh = inhibitors of human menin-MLL interaction, mutant MLL peptide; O00255; Potency, µM (doses to about 61.6 µM), for the others: at the top dose FP activity change, negative = inhibition, most hits filed as inhibitors; 270,000 tested, 0.23% active; Menin + Texas Red MLL mutant peptide, fluorescence polarization; active = well fitted inhibition curve with a large enough effect in the polarisation, with a control signal flat, not every such curve was filed as active; inconclusive = small, poorly fitted or top-dose-only effect, or effect the other way, or a change in a side signal; inactive = no such curve, though single readings can be large or run the other way; the % refers to the polarisation; note: potency is the fitted concentration of half-maximal effect; % of control where 0% means no effect; many of its hits are not listed in these tables
FBPA coupling cs = inhibits coupling enzyme system, counter-screen for aldolase hits; coupling enzyme system counterscreen, AmpLite Red fluorescence; activity change, negative = inhibition, % at 58.2 µM, hits read low; 290,000 tested, 0.67% active; AID 2472; in the data active = activity change below about -30%; note: % is set by controls: 0 for no effect and ±100 for the full control effect
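Activity here indicates interference with the coupling reaction, not aldolase inhibition. Compounds at 57.5 uM final met coupling enzymes for 10 min at RT; substrate and AmpLite Red detection followed, with a 525/598 nm fluorescence read after 20 min.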
Chronic BCR inh = inhibitors of chronic active B-cell receptor signaling; ABC-DLBCL IkBa-CBG/CBR reporter, luminescence ratio, 4 h; Potency, µM (series often up to 46.1 µM), without a hit: top-dose ratio change, negative = lower green/red ratio, usual class: inhibitors; 340,000 tested, 0.05% active; active = well fitted inhibition curve with a large enough effect in the signal ratio, with a control signal flat, not every such curve was filed as active; inconclusive = small, poorly fitted or top-dose-only effect, or effect the other way, or a change in a side signal; the % refers to the signal ratio;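 note: potency is the fitted concentration of half-maximal effect; plate controls were basal doxycycline-induced cells for no effect and cells given 10 µM MG132 for full effect; MG132 reads +100%, hits lower the ratio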
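TMD8 human ABC-DLBCL cells with doxycycline-inducible IκBα–green luciferase fusion and unfused red luciferase, in 0.5% FBS medium; compounds up to 46 uM, 4 h at 37C. Green/red luminescence ratio, filter-overlap corrected, fitted to concentration-response curves.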
The depositor's hits bear a star; ? = inconclusive; . = no result given; & = joins results of further samples; [ ] = another dose, or the depositor's remark. Unless noted, calls come from the whole dose curve; as a rule, active = well fitted curve in the direction sought with a large enough effect; inconclusive = small, poorly fitted or top-dose-only effect, or another doubt; inactive = no such curve, though single readings can be large; an effect the other way counts as inactive or inconclusive. The list is partial; the hit share may differ from the screen's.

No.	canonical_smiles	Tb PFK block	PTAP TSG101 blk	S-ASM inh	PKM2 activator	a7 integrin act	Giardia kill	B2AR arrestin	GALK inh	Menin-MLL TR inh	FBPA coupling cs	Chronic BCR inh
1	Cc1ccccc1NC(=O)CCC(=O)OCCCC(F)(F)C(F)(F)F	0%	-4%	-2%	-5%	-3%	-8	-0.4%	-1%	4%	3	-2%
2	CC1CCN(CC(=O)NNC(=O)c2cccc(Br)c2)CC1	-2%	3%	2%	.	-20%	-14	-0.4%	0%	.	0	0%
3	COc1c(NC(C)=O)c2ccccc2c2ccccc12	1%	-10%	6%	-4%	19%	-16	-0.3%	6%	.	-10	?
4	Cn1c(=NC(=O)C2CCN(S(=O)(=O)c3cccs3)CC2)sc2ccccc21	6%	-5%&1%	-3%&-1%	0%	-14%&-11%	-10&19	-0.2%	1%	-3%	3	8%
5	O=C1COc2ccc(C(=O)COC(=O)COc3ccccc3[N+](=O)[O-])cc2N1	-4%	-4%	-1%	5%	11%	-5	0.2%	-4%	.	0	3%
6	CC1(C)CC(=O)C(C=NCCN2CCNC2=O)=C(O)C1	0%	-1%	5%	-4%	6%	-5	-0.5%	.	0%	6	?
7	COc1cccc(NC(=O)CSc2nc(N)cc(N)n2)c1	-13%	-7%	-2%	14%	15%	4	-0.1%	-1%	2%	1	-6%
8	CC(=O)Nc1ccc(NC(=O)c2cc(-c3cc(C)c(C)cc3O)n[nH]2)cc1	-6%	-4%	-3%	.	12%	-19	-0.1%	5%	-13%	-1	?
9	O=C(NNC1=NCCCCC1)Nc1cccc(Cl)c1	-21%	-3%	2%	0%	-28%	14	0.7%	7%	-2%	2	?
10	CC(C)CN(CC(C)C)S(=O)(=O)N1CCC(C(=O)NCc2ccccn2)CC1	1%	-9%	-1%	0%	1%	-8	-0.1%	-3%	-2%	3	-1%
11	Cc1ccccc1NC(=O)COC(=O)c1ccc2nc(C)c(C)nc2c1	-3%	-6%	-3%	.	0%	-6	-0.2%	.	.	.	-4%
12	CC(=O)Nc1sc(N/N=C/c2ccccc2)nc1-c1ccc(C)cc1	-2%	7%	-4%	?	-9%	-13	-0.5%	-4%	.	-3	-1%
13	Cc1ccc([N+](=O)[O-])cc1NC(=S)NC(=O)c1cccs1	-23%	5%	-1%	-3%	-19%	?	-1.9%	1%	21%	1	-2%
14	CC(c1ccccc1F)n1cc(C(=O)NCc2ccncc2)nn1 (stereo unspecified)	1%	1%	2%	-1%	-22%	-3	-0.8%	-1%	6%	0	0%
15	COc1cc(CN2CCCC(C)C2)ccc1OCc1ccccc1 (stereo unspecified)	0%	-1%	0%	-1%	-47%[inhibitor]	-19	-0.6%	2%	-16%	-1	1%
16	O=C(CSc1ccc2ccccc2n1)Nc1ccc(N2CCOCC2)cc1	1%	-1%	0%	5%	6%	1	-0.7%	0%	3%	-4	?
17	Cc1cc(NC(=O)CCC(=O)N(Cc2ccccc2)C(C(=O)NC2CCCC2)c2ccc(C)o2)no1 (stereo unspecified)	2%	1%	-3%	.	1%	0	-0.2%	1%	.	0	?
18	CC1=NN(c2ccc(C(=O)O)c(N)c2)C(=O)C1	-3%	0%	-2%	-10%	41%	2	-1.1%	1%	?	-37*	?
19	Cc1cccc(OCC(=O)Nc2ccc3c4c(cccc24)CC3)c1C	1%	-4%	0%	-1%	6%	0	-0.4%	0%	-15%	4	3%
20	Cn1c(SCC(=O)Nc2ccc3nc(SCC(=O)NC4CC4)sc3c2)nnc1-c1ccccc1	-10%	-4%	3%	-4%	-42%	-2	-0.2%	1%	16%	5	?
21	NS(=O)(=O)c1ccc(CCNC(=O)CSCc2ccccc2)cc1	-2%	-3%	-1%	2%	?	11	-0.7%	1%	1%	2	-2%
22	Cc1cc(C)c(OCC(=O)Nc2nc3ccccc3[nH]2)c(C)c1	2%	0%	1%	1%	-17%	-4	0.1%	11%	?	0	-5%
23	O=C(O)C1=C[C@H](c2coc3ccccc3c2=O)C[C@H](OCc2ccc(CO)cc2)O1	0%	-9%	24%	1%	3%	-7	0.2%	8%	-5%	7	?
24	O=C(NCc1ccccn1)c1cccc(S(=O)(=O)Nc2ccc(F)cc2)c1	0%	1%	.	.	-2%	13	0.1%	.	.	.	-1%
25	Cc1cc(N/N=C/c2cccc(Cl)c2)nc(-n2nc(C)cc2C)n1	1%	0%	-3%	-1%	-34%	-4	-0.7%	9%	.	4	-21%
26	O=C(Cn1cnc2c(nnn2Cc2ccc(F)cc2)c1=O)NC1CCCC1	-17%	0%	4%	16%	-10%	-3	-0.1%	3%	9%	1	0%
27	Cc1ccc(C(=O)NCCSCc2ccc(Cl)cc2Cl)cc1[N+](=O)[O-]	5%	3%	-12%	-7%	-25%	-3	-1.1%	1%	17%	1	?
28	Cc1cc(NC(=O)COC(=O)c2cccc(OCc3ccccc3)c2)no1	-1%	-2%	0%	0%	9%	6	-3.8%	-1%	-25%	1	-6%
29	O=C(C[C@H]1C[C@H](C(=O)N2CCCCC2)[C@@]2(CCc3ccccc3)c3[nH]c4ccc(Cl)cc4c3CCN2C1=O)NCCN1CCOCC1	1%	0%	-3%	.	8%	-17	-0.2%	.	.	.	0%
30	COc1ccccc1CCNC(=O)C(=O)NCC1OCCN1S(=O)(=O)c1ccc(OC)c(OC)c1 (stereo unspecified)	2%	-11%	1%	0%	13%	-9	0.4%	.	-8%	1	-10%
31	Nc1ccc(C(=O)OCc2nc3cc4ccccc4cc3[nH]2)cc1	2%	-8%	-7%	2%	-12%	-9	-0.1%	7%	?	-11	?
32	CCOC(=O)C1CCCN(Cc2ccc(O)c(OC)c2)C1 (stereo unspecified)	-12%	-5%	1%	0%	-27%	9	0.1%	4%	0%	0	2%
33	O=C(NCc1ccco1)C(=O)NCC1OCCN1S(=O)(=O)c1ccc(Br)cc1 (stereo unspecified)	-2%	-1%	2%	7%	14%	24	0.1%	1%	-3%	0	0%
34	COc1ccc(S(=O)(=O)NCc2ccco2)c2ccccc12	-2%	-7%	-1%	6%	7%	36[activator]	-0.2%	6%	-8%	-3	-26%
35	COc1cccc(/C=C/C(=O)N2CCN(S(=O)(=O)c3ccccc3)CC2)c1OC	1%	-3%	0%	0%	2%	4	0.0%	0%	.	5	-1%
36	CCN1CCCc2cc(CN(CCN3CCOCC3)C(=S)Nc3cccc(OC)c3)ccc21	2%	-7%	0%	5%	1%	-3	0.0%	0%	-14%	-5	-5%
37	CCCOC1CCCN(C(=O)CCc2nnc(-c3ccc4c(c3)OCO4)o2)C1 (stereo unspecified)	0%	-3%	3%	-2%	2%	-2	-0.3%	1%	.	.	-1%
38	COc1ccc(Cn2c(C3CC3)nc3ccc(NC(=O)c4cccnc4)cc3c2=O)cc1	8%	-6%	-3%	.	-15%	5	0.0%	0%	8%	-2	-6%
39	Cc1cc(N)n2nc(-c3ccccc3)cc2n1	-15%	-4%	4%	-23%	7%	?	-0.1%	.	-6%	1	?
40	O=C(N/N=C/c1cc(Br)c(Br)o1)c1ccc2c(c1)OCCO2	-20%	0%	0%	-4%	9%	-2	-0.2%	0%	.	0	?
41	COc1ccc(C(=O)CC2OC(=O)c3ccccc32)cc1OC (stereo unspecified)	3%	-3%	0%	-13%	-38%	-2	-0.4%	1%	-9%	6	15%
42	Cc1ccccc1OCC(O)Cn1c(=N)n(Cc2ccccc2)c2ccccc21 (stereo unspecified)	-11%	-8%	-2%	4%	-77%[inhibitor]	-14	-0.3%	0%	.	1	?
43	COC(=O)[C@H](C)NC(=O)NC(C)CCc1ccccc1 (stereo partly specified)	4%	-5%	3%	5%	5%	6	0.1%	0%	.	0	-8%
44	O=C(CSc1ccccn1)Nc1ccc(Br)cn1	-9%	-1%	0%	-3%	-7%	5	-0.2%	-1%	0%	0	3%
45	CC(C)(CNC(=O)COc1ccccc1Cc1ccccc1)N1CCOCC1	2%	-4%	2%	-2%	?	13	-0.5%	1%	-25%	7	-2%
